Bioassay records as filed in PubChem.
A549 viability: Nrf2 qHTS screen for inhibitors: counterscreen for cytotoxicity; A549 ARE-Fluc cells, CellTiter-Fluor viability, 18-24 h; Potency, µM (highest dose often 46 µM), for inactives: at the top dose activity change, negative = cytotoxicity, most hits filed as inhibitors; 390,000 compounds, 0.16% hits; AID 504648, 2011; also: potency is read from the fitted curve at half-maximal effect; % is scaled to controls: 0 for no effect and ±100 for the full control effect
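A549 ARE_Fluc cells in 5% FBS OPTI-MEM were exposed to compounds in concentration-response for 18-24 h at 37 deg C. Viability was read by CellTiter-Fluor fluorescence (Ex 405/Em 525) after 30 min, before the luciferase read.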
Nrf2 ARE act: qHTS of Nrf2 Activators. AREc32 ARE-luciferase reporter (MCF7-derived line), luminescence, 24 h. Potency, µM (top dose mostly 46.1 µM), without a hit: top-dose activation, usual class: activators. 410,000 compounds, 0.31% hits. AID 624171, 2012; also: potency is read from the fitted curve at half-maximal effect; % of control where 0% means no effect; nearly all actives have a fitted effect of over 65% in size
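AREc32 cells carrying an ARE-driven firefly luciferase, 1000 cells/well in OPTI-MEM with 5% FBS, dosed after overnight attachment and incubated 24 hr at 37 deg C. Steady-Glo luminescence read after 30 min at RT.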
pAkt inh: HTS Assay for Inhibitors of Akt Phophorylation: Primary Screen; Neuro2A IGF-stimulated pAkt S473 HTRF, 20 min; hits give low values; activity change, % for hits at 50 µM; 360,000 compounds, 0.32% hits; AID 651550, 2012; in the data active = activity change below about -80%; inconclusive = mostly about -51% to -80%; also: % is scaled to controls: 0 for no effect and ±100 for the full control effect
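Neuro2A cells in DMEM with 0.5% FBS, overnight at 37 deg C, given compound at single 50 µM final, then IGF (6 nM final) for 20 min at 37 deg C. Lysed; phospho-Akt Ser473 by HTRF after 24 h, 665/615 ratio.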
HepG2 tox: qHTS for Inhibitors of TGF-b: Cytotox Counterscreen. 410,000 compounds, 0.76% hits. AID 588856, 2011. HepG2 CAGA-GFP viability, ATP luminescence, 18 h. Potency, µM (highest dose often 46.1 µM), without a hit: at the highest dose activity change, negative = cytotoxicity, hits mostly cytotoxic; also: potency is read from the fitted curve at half-maximal effect; some results filed as inactive show a strong effect at the top dose
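CellTiter-Glo luminescence gave cytotoxicity after 18 hours at 37 degrees C. The cells were HepG2 CAGA-GFP in 1% FBS DMEM, stimulated with 500 pg/mL TGF-beta after compound addition. %Activity was normalised to no-cell wells (complete cell-killing) and DMSO (no toxicity), and curves were fitted and classified.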
TGFb SMAD3 inh: qHTS for Inhibitors of TGF-b; Potency, µM (titrated, usually from 46.1 µM), for inactives: at the highest dose activity, negative = inhibition, usual class: inhibitors; HepG2 CAGA-GFP TGF-b/SMAD3 reporter, GFP fluorescence, 18 h; TGF-beta stimulated, 500 pg/mL final; 410,000 compounds, 1.2% hits; AID 588855, 2011; also: potency is read from the fitted curve at half-maximal effect; % is scaled to controls: 0 for no effect and ±100 for the full control effect; nearly all actives have a fitted effect of over 65% in size
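Inhibition of TGF-beta-driven CAGA-GFP reporter expression in HEPG2 cells is measured by cellular GFP fluorescence after 18 h stimulation with 500 pg/mL recombinant TGF-beta in 1% FBS medium at 37 degrees C.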
CCT chaperon mod: High-Throughput Screening for Modulators of Cytosolic Chaperonin Activity; purified chaperonin ATPase assay, HTRF ADP detection, 30 min; activity change, % (no concentration beside the values), hits read low; 360,000 compounds, 0.3% hits; AID 651819, 2012; in the data active = activity change below about -30%; also: % is scaled to controls: 0 for no effect and ±100 for the full control effect
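Enzyme 40 or 20 nM (batch-dependent) in Tris pH 7.4/KCl/MgCl2/DTT; cpd 76 uM single point; ATP 10 uM; 30 min 37 °C; Transcreener ADP HTRF detection, 30 min RT; ratio 665/615.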
MmCpn inh: Inhibitors of TCP-1 ring complex (TRiC) of Methanococcus maripaludis (MmCpn): qHTS | Chaperonin Mm-Cpn (Methanococcus maripaludis) | purified Mm-Cpn ATPase, ADP Transcreener TR-FRET | Potency, µM (titrated, usually from 76.9 µM), without a hit: top-dose activity, negative = inhibition, usual class: inhibitors | 330,000 compounds, 0.031% hits; also: potency is read from the fitted curve at half-maximal effect; % is scaled to controls: 0 for no effect and ±100 for the full control effect; nearly all actives have a fitted effect of over 80% in size
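Purified archaeal Mm-CPN (25nM final) preincubated 10 min at 37degC with compound, then 10uM ATP for 30 min at 37degC; ADP measured by HTRF Transcreener TR-FRET; buffer 30 mM TRIS pH 7.4, 100mM KCl, 5mM MgCl2, 1mM DTT.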
S2 tox: Viability Counterscreen for Primary qHTS for Inhibitors of ATXN expression; Potency, µM (top dose mostly 56.7 µM), most hits filed as cytotoxic; 400,000 compounds, 0.49% hits; S2 cells (HEK-293 line with an ATXN2-luciferase reporter) viability, CellTiter-Fluor protease fluorescence, 24 h; also: potency is read from the fitted curve at half-maximal effect; nearly all actives have a fitted effect of over 40% in size
Nrf2 block: Nrf2 qHTS screen for inhibitors; A549 ARE-Fluc reporter, luciferase luminescence, 18-24 h; Potency, µM (titrated, usually from 46 µM), for the others: at the highest dose activity change, negative = inhibition, actives largely listed as inhibitors; 360,000 compounds, 2.1% hits; also: potency is read from the fitted curve at half-maximal effect; % is scaled to controls: 0 for no effect and ±100 for the full control effect; nearly all actives have a fitted effect of over 60% in size
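Quantitative HTS in A549 cells stably bearing an antioxidant response element-firefly luciferase construct. Inhibition of Nrf2-driven transcription was scored by luminescence after 18-24 h of compound exposure at 37 °C.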
* = called active by the depositor; i = inactive; ? = inconclusive; . = not tested or not shown; & = joins results of further samples; [ ] = remark or other dose. Unless noted, calls follow the shape of the dose curve; as a rule, active = well fitted curve in the direction sought with a large enough effect; inconclusive = small, poorly fitted or top-dose-only effect, or another doubt; inactive = no such curve, though single readings can be large; an effect the other way counts as inactive or inconclusive. Rows are unselected; overall some 4.4% were active at least once.

SMILES | A549 viability | Nrf2 ARE act | pAkt inh | HepG2 tox | TGFb SMAD3 inh | CCT chaperon mod | MmCpn inh | S2 tox | Nrf2 block
CC(C)CN(CC(C)C)C(=O)CN1C(=O)NC2(CCc3ccccc3C2)C1=O (stereo unspecified) | 10% | -0.7% | i | -6% | 0% | 0.3 | 0% | i | 5%
CCOC(=O)N1CCN(C(=O)COc2cccc3c2CCN(Cc2ccc(F)cc2)C3=O)CC1 | -3% | 0.2% | i | -18% | ? | 0.7 | 2% | i | ?
COc1ccc(C2C(=O)N(C3CCC(C)CC3)CC(=O)N2Cc2ccccc2Cl)cc1OC (stereo unspecified) | 3% | 3.9% | . | -41% | -11% | . | . | . | .
Cc1ccc(S(=O)(=O)N2CCOCC2)cc1NC(=O)COC(=O)CNC(=O)c1ccccc1 | -12% | 3.1% | i | 11% | 1% | 1.0 | 2% | ? | 7%
CN(C(=O)CN1CCC(NC(=O)C2CCCCC2)CC1)C1CCCCC1 | ? | -0.5% | i | -6% | 18% | 1.4 | -13% | i | 5%
COc1cc(/C=N/NC(=O)CN2CCOCC2)ccc1OCc1ccccc1 | 7% | 4.4% | i | -17% | -2% | -0.1 | -1% | i | 1%
COc1ccc(NC(=O)CSc2nnnn2C2CCCC2)cc1S(=O)(=O)N1CCOCC1 | . | 0.0% | i | -9% | -12% | 0.4 | . | i | .
Cc1cc(C)cc(NC(=O)C2CCN(S(=O)(=O)c3cn(C)cn3)CC2)c1 | 1% | -1.2% | . | -2% | 5% | . | . | . | .
COc1ccc(C)cc1N(CC(=O)Nc1ccc(S(=O)(=O)N2CCOCC2)cc1)S(C)(=O)=O | 1% | 0.0% | i | 3% | 1% | 1.9 | 2% | i | 2%
CCn1c(C)cc(C(=O)CSc2nnc(C3CC3)n2C2CC2)c1C | . | -0.8% | i | -4% | -10% | 1.1 | . | ? | .
CC1=C(C(=O)OC(C)C)C(C)C(C(=O)OC(C)C)=C(C)N1 | -13% | -0.1% | i | -34% | -4% | -1.6 | -3% | i | ?
Cc1ccc2nc(N3CCC(C(=O)NC4CCCCC4)CC3)sc2c1 | -5% | -0.6% | i | 8% | 1% | -2.0 | -2% | i | -3%
COc1ccc2c(c1)CC[C@@H]1[C@@H]2CC[C@]2(C)C(=O)CC[C@@H]12 | -4% | 0.7% | i | -3% | 40%[activator] | 0.6 | -3%[15.4 µM] | i | -6%
CC(C)Oc1ccc(C2NC(=O)NC2=O)cc1 (stereo unspecified) | -4% | 0.0% | i | 4% | -21% | 0.5 | 3% | i | 2%
Cc1ccc(N2CC(NS(=O)(=O)c3cccnc3)CC2=O)cc1C (stereo unspecified) | -8% | -0.4% | i | -1% | -1% | 0.1 | -2% | i | 1%
CCOc1ccccc1NC(=O)CN1CCN(S(=O)(=O)c2ccc(Br)cc2)CC1 | -2% | -0.2% | . | 4% | -1% | . | . | i | -7%
CCc1ccc(OCC2c3cc(OC)c(OC)cc3CCN2C(C)=O)cc1 (stereo unspecified) | -2% | 5.4% | i | -36% | -25% | -0.3 | 3% | ? | 17%
CC(=O)c1ccc(Oc2cc(C(F)(F)F)cnc2C(N)=O)cc1 | 4% | -0.2% | i | 8% | 2% | 0.1 | 1% | i | 1%
Cc1cccc(NC(=O)Cn2c(=O)n(CC3CCCO3)c(=O)c3ccccc32)c1 (stereo unspecified) | -7% | 0.3% | i | 14% | 0% | 1.8 | 0% | i | ?
Fc1cccc(-c2cc3nc4c(c(N5CCOCC5)n3n2)CCCC4)c1 | 4% | 20% | i | -3% | -9% | -0.5 | -4% | i | ?
Cc1ccc(NC(=S)N(CCN2CCCCC2)Cc2ccco2)cc1C | 8% | 2.8% | i | -31% | -10% | -0.6 | -2% | i | 22%
COc1ccccc1P(=O)(Cc1ccccc1)c1ccccc1 (stereo unspecified) | -6% | 0.3% | i | 5% | 0% | -0.2 | 2% | i | -2%
CN1CCN(NC(=S)Nc2ccccc2)CC1 | -3% | 0.6% | i | -4% | 11% | 1.3 | -1% | i | -7%
CC(C)C1=C2CCCCC2NC(=O)N1 (stereo unspecified) | -6% | 2.8% | i | -12% | -2% | -1.1 | 1% | i | 4%
CCOc1ccc(-c2nc(CCl)cs2)cc1 | 3% | 3.4% | i | -10% | 12% | 2.1 | 0% | i | ?

Reprinted from the part before: 3 entries, followed by the next part.
SMILES | A549 viability | Nrf2 ARE act | pAkt inh | HepG2 tox | TGFb SMAD3 inh | CCT chaperon mod | MmCpn inh | S2 tox | Nrf2 block
CN1CCN(NC(=S)Nc2ccccc2)CC1 | -3% | 0.6% | i | -4% | 11% | 1.3 | -1% | i | -7%
CC(C)C1=C2CCCCC2NC(=O)N1 (stereo unspecified) | -6% | 2.8% | i | -12% | -2% | -1.1 | 1% | i | 4%
CCOc1ccc(-c2nc(CCl)cs2)cc1 | 3% | 3.4% | i | -10% | 12% | 2.1 | 0% | i | ?
COc1ccc(C(CNC(=O)CSc2ccccc2C)N(C)C)cc1 (stereo unspecified) | 1% | 0.0% | i | -7% | 0% | -1.2 | -3% | i | 3%
c1ccc2c(Nc3nc4c(s3)CCCC4)cccc2c1 | -1% | ? | i | 11% | ? | 0.4 | -3% | i | ?
O=C(Cc1ccccc1)Nc1sc2c(c1C(=O)Nc1ccc(Br)cc1)CCCC2 | -1% | -0.4% | . | -16% | 4% | . | . | . | -11%
Cc1cc(C)n2c(Nc3ccc4c(c3)OCCO4)c(-c3ccc(F)cc3)nc2n1 | . | 6.5% | i | . | . | 1.7 | . | i | .
CCOC(=O)C1CCCN(c2c(NCCCN3CCCC(C)C3)c(=O)c2=O)C1 (stereo unspecified) | 9% | 0.7% | i | -4% | -5% | 0.2 | -3% | i | 7%
COc1ccc(CC(=O)NNC(=O)c2cc(C)[nH]n2)cc1 | 3% | -0.3% | i | -1% | 5% | 0.1 | -1% | i | 7%
CN1C(=O)CC(NNC(=O)c2ccc(Cl)cc2)C1=O (stereo unspecified) | 0% | -0.8% | . | -35% | 0% | 1.0 | -1% | . | 4%
Cc1oc(C(C)(C)C)cc1C(=O)Nc1ccc(N2CCOCC2)cc1 | 1% | -0.7% | i | 4% | 18% | 0.8 | -1% | i | ?
CC(=O)c1cccc(S(=O)(=O)NCC2CCCCC2)c1 | -3% | 0.1% | i | 1% | -9% | 0.6 | -11% | i | 2%
COc1ccc(CCCC(=O)N/N=C\c2cccs2)cc1 | 2% | 1.8% | i | -12% | -4% | -1.2 | 1% | i | -20%
Cc1cccc(OCC(=O)Nc2ccc(NC(=O)c3ccccc3)cc2)c1 | 0% | -0.4% | i | 3% | 10% | 1.4 | -5% | i | -8%
CCc1nn(CCCC(=O)NCc2ccccc2Br)c(=O)c2cc3occc3n12 | -8%&-12% | -0.6%&3.5% | i | -16%&-6% | -5% | -0.1 | 1% | i | -4%&-19%
COc1ccc(NC(=O)CCN2C(=O)c3ccccc3C2=O)cc1 | -6% | 0.1% | i | 8% | 7% | -2.8 | 1% | i | -6%
COc1cc(-c2nc3cnccn3c2Nc2c(C)cccc2C)ccc1O | -3% | 21% | i | -13% | -9% | 1.4 | -1% | i | ?
O[C@@H]1[C@@H](O)C=C2CCN3Cc4cc5c(cc4[C@H]1C23)OCO5 (stereo partly specified) | ? | -2.0% | i | 2% | 3.5µM* | -3.7 | -1% | ? | 6.5µM*
COCCn1c(SCC#N)nnc1-c1ccc([N+](=O)[O-])cc1 | -3% | -0.5% | i | 3% | 14% | -1.7 | 1% | i | -19%
Cc1onc(-c2ccccc2)c1C(=O)NCc1ccco1 | -2% | 2.9% | i | -8% | 8% | 1.2 | 0% | i | 6%
c1ccc(Cn2nnnc2C(c2cccs2)N2CCCCCC2)cc1 (stereo unspecified) | -5% | 0.2% | i | -24% | -11% | -2.4 | 0% | i | ?
O=[N+]([O-])c1ccccc1S(=O)(=O)N1CCCC(C(F)(F)F)C1 (stereo unspecified) | 1% | 2.8% | i | 5% | -24% | 0.5 | -1% | ? | ?
O=C(CCNC(=O)c1ccccc1Cl)NN=Cc1ccco1 | -9% | 1.8% | i | -12% | 7% | 0.6 | -3% | i | -6%
Cc1cccc(NC(=O)c2cc(S(=O)(=O)c3ccccc3)ccc2Cl)c1 | -9% | 3.5% | . | 5% | ? | -2.4 | -1% | i | ?
Cc1ccccc1-n1c(Cn2c(=O)sc3ccccc32)nnc1SCC(=O)Nc1nccs1 | 0% | 0.2% | i | -23% | -16% | -2.1 | -1% | ? | 21%
Cc1ccc2nc(N3CCN(c4cccc(Cl)c4)CC3)c3nnnn3c2c1 | 6% | 0.1% | . | -18% | 5% | . | . | . | ?
COc1ccccc1NC(=O)COC(=O)Cc1c[nH]c2ccccc12 | -6% | 5.6% | i | 26% | -7% | -3.7 | -1% | i | -10%
O=c1oc2cc(O)ccc2s1 | 2% | ? | i | -25% | -2% | 0.1 | -2% | i | 13µM*
CCOC(=O)C1ON2CCCCC2C1(O)C(F)(F)F (stereo unspecified) | 4% | 0.1% | i | -21% | -11% | -0.8 | 1% | i | 0%
O=C(Nc1ccccc1N1CCCCC1)c1ccc(F)cc1 | 0% | -0.5% | i | -13% | ? | -1.0 | 0% | i | -5%
